Compound activity from PubChem BioAssay.
Measles CPE: protection of cells from measles virus; Measles virus-infected cells, CPE protection, absorbance; protection (pct of control), % at 4 µM; 140,000 compounds, 1.5% hits; AID 841; in the data active = protection mostly above about 24%, no sharp cut-off; inactive = mostly below about 26%; note: some compounds called inactive have numbers as strong as hits
Yeast life ext: yeast lifespan extension | AID 775 | S. cerevisiae growth with nicotinamide, OD615; deaD strain in restrictive glucose medium | 130,000 compounds, 0.68% hits | inhibition of the nicotinamide effect, % at 10 µM;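 active = inhibition above a set limit, placed 3 SD over the median of all compounds, cut at about 26% in these data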;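 note: 0% = nicotinamide-treated wells and 100% = cells grown without nicotinamide; some compounds called inactive have numbers as strong as hits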
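Assay system: engineered S. cerevisiae DeaD replicative-lifespan strain, galactose-grown log-phase cells; medium: restrictive CSMM-D dextrose medium; also added: nicotinamide, 1.5 mM, co-present with compound; schedule: 48 h compound exposure at 30 °C, humidified; detection: absorbance at 615 nm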
MRP-1 activ: MRP-1 activation; AID 799; 140,000 compounds, 0.61% hits; H69AR cells + doxorubicin, viability rescue, CellTiter-Glo; viability increase, % at 10 µM;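 active = viability gain under doxorubicin at or above a set limit, the compound median plus 3 SD, cut at about 4.7% in these data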;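 note: MRP-1 overexpressing cells given doxorubicin 25 µM after compound pretreatment; 18-22 h compound pretreatment then 72 h with doxorubicin before readout; 0% = doxorubicin-only wells and 100% = vehicle-treated cells without doxorubicin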
Yeast growth inh: chemicals that inhibit yeast BB579 growth in restrictive medium (lifespan-shortening candidates); S. cerevisiae BB579 growth, OD615, 48 h; inhibition, % at 10 µM; AID 804; 140,000 compounds, 0.51% hits;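 active = inhibition above a set limit, 3 SD over the mean compound inhibition, cut at about 44% in these data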; note: inactives centre near -24
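controls = amphotericin B 10 µg/mL, positive | assay system = DeaD yeast strain BB579 | schedule = 48 h compound exposure at 30 °C after 4 h preincubation | detection = OD615 turbidity measurement | medium = restrictive CSMM-D medium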
Phagocyt inh: inhibitors of macrophage phagocytosis; J774A.1 macrophage IgG-bead phagocytosis, imaging; inhibition, % at 5 µM; 110,000 compounds, 0.07% hits; AID 1029;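 active = inhibition above the mean of the plate negative controls plus 5 SD, cut at about 13% in these data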;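 note: phagocytic index as fraction of beads internalized from green versus red external bead signal; plate controls were DMSO negative control for no effect and cytochalasin-D positive control for full effect; some results beyond the cut were filed as inactive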
NPY Y2 blocker: NPY-Y2 (human) receptor antagonism; P49146; NPY-Y2 expressing cells, antagonist mode; inhibition, % at 2.7 µM; 140,000 compounds, 0.99% hits; in the data active = inhibition above about 17%;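 note: 0% = vehicle with agonist challenge and 100% = reference antagonist with challenge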
Target sequence (P49146 whole entry, looked up): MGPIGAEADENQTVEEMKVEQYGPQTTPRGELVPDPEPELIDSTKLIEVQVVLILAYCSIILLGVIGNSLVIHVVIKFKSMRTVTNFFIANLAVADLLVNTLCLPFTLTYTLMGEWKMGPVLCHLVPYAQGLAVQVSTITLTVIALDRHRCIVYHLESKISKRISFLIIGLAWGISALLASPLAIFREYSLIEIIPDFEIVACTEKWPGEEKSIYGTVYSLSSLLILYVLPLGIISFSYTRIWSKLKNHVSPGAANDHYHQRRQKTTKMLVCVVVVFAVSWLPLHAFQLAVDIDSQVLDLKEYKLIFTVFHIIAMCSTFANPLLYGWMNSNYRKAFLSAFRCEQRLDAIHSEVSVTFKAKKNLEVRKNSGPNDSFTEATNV
GALR2 antag: blocks the human galanin receptor 2. AID 828. O43603. inhibition, % at 4 µM. GALR2-expressing cells, antagonist mode. 140,000 compounds, 0.39% hits; in the data active = inhibition above about 27%;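 note: cells stimulated with galanin 1-16 at roughly its EC80; 0% = agonist challenge control and 100% = basal control without agonist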
Target sequence (O43603 whole entry, looked up): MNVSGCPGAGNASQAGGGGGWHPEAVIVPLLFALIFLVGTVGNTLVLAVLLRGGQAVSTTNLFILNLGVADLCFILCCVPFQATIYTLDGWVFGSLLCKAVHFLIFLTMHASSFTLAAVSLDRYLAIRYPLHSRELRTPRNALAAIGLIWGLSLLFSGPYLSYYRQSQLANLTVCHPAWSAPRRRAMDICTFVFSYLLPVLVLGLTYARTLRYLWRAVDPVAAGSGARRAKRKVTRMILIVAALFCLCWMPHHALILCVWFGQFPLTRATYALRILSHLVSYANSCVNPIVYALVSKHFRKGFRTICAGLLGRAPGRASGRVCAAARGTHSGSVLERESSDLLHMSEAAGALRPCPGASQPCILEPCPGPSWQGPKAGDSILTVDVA
bCat KO growth: beta-catenin-lacking colon tumor cell growth suppression | 140,000 compounds, 1.5% hits | HCT116 beta-catenin knockout viability, CellTiter-Glo, 60 h; stronger effect = lower value | AID 818 | viability, % at 10 µM;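 active = viability at or under a set limit, the compound median less 4 SD, cut at about 6% in these data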;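 note: 0% = Hyamine 1622 control at 20 µM and 100% = untreated cell control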
E-sel TNF inh: blocks E-selectin expression induced by TNF alpha | inhibition, % at 2 µM | HUVEC TNFa-induced E-selectin immunofluorescence, high content | 120,000 compounds, 0.71% hits | AID 1246;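 active = inhibition above the batch mean plus 3 SD, and confirmed as a hit on visual image review, cut at about 43% in these data; inconclusive = passes the inhibition cutoff but fails visual image review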;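 note: 0% = TNF-stimulated DMSO wells and 100% = unstimulated control wells; not every result past the cut was called active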
HCT116 PTEN-null: suppresses growth of cells with PTEN deletion; 140,000 compounds, 1.2% hits; HCT116 PTEN-null viability, CellTiter-Glo, 60 h; stronger effect = lower value; viability, % at 10 µM;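 active = viability at or below a set limit, 4 SD under the median of all tested compounds, cut at about 3.7% in these data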;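 note: PTEN knockout HCT116 line with beta catenin targeted HCT116 as companion control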
Numbers without * were called inactive; ? = inconclusive; . = not tested or not shown.

SMILES	Measles CPE	Yeast life ext	MRP-1 activ	Yeast growth inh	Phagocyt inh	NPY Y2 blocker	GALR2 antag	bCat KO growth	E-sel TNF inh	HCT116 PTEN-null
CC(C)Cc1cc(C(=O)NCCN2CCOCC2)no1	10	-8	-1.5	31	0	1	-4	93	-2	104
O=C(Nc1ccccc1Cl)c1cccs1	11	-10	0.9	-26	0	0	7	106	30	98
CC(C)(C)C1CCc2c(C(=O)N/N=C/c3cccs3)csc2C1 (stereo unspecified)	22	-11	0.2	-6	.	1	-13	41	0	36
Cc1nc2oc(C(=O)c3ccccc3)c(N)c2c2c1COC(C)(C)C2	9	0	-2.7	-20	.	-1	4	95	?	89
COc1ccc(NC(=O)OC(CN2CCCCC2)C(F)(F)F)cc1 (stereo unspecified)	5	9	-1.2	-40	.	3	-2	79	4	82
O=C(c1cc2cc(Br)cc(Br)c2oc1=O)N1CCCC1	19	.	-1.2	-13	.	3	-3	96	5	94
CCC(c1nnnn1CCOC)N(Cc1ccc(C)cc1)Cc1cc2cc(OC)ccc2[nH]c1=O (stereo unspecified)	11	-13	-1.2	13	.	3	-5	72	5	63
CCOC(=O)C1CCN(Cc2c(O)ccc3ccccc23)CC1	10	-7	-3.6	-1	.	6	-2	93	-14	96
CCN(CC)c1ccc(C=C(c2nnnn2-c2ccccc2)c2nnnn2-c2ccccc2)cc1	2	0	0.0	-4	-8	3	3	91	.	95
CCOCCCn1c(C)nc2c(c1=O)c1nc3ccccc3nc1n2-c1ccc(C)cc1	26	-13	-1.0	-46	-1	2	-2	96	-8	97
CN(C)S(=O)(=O)N1CCN(c2cccc(Cl)c2)CC1	22	-14	-0.8	-30	-1	0	7	91	-18	88
C=CCNC(=O)C(=O)NCCOc1ccccc1Cl	8	-5	-2.4	-32	-3	3	3	35	.	26
CC(NC(=O)NCCCC(=O)O)(C(F)(F)F)C(F)(F)F	8	-1	-1.4	-22	-1	3	-2	88	-7	95
CCCCN1C(=O)CC(Sc2ccccc2C(=O)O)C1=O (stereo unspecified)	3	-23	-2.9	-18	.	0	-1	88	-4	84
CC(=O)Nc1cccc(NC(=O)CCc2ccccc2)c1	23	-17	-1.6	-35	0	2	7	86	11	101
N#CCCn1c(C(C#N)(CCC#N)CCC#N)nc2ccccc21	3	1	-1.6	11	0	-1	5	92	-28	100
COc1cc(OC)cc(C(=O)NCC(=O)N2CCC(C)CC2)c1	5	-19	-3.0	-25	.	2	-19	92	-14	94
COc1ccc(CN(C(=S)Nc2ccccc2)C2CC(=O)N(c3ccccc3)C2=O)cc1 (stereo unspecified)	7	-3	-4.7	-19	-7	-3	-8	82	-21	71
COc1cccc(C2C(C#N)=C(N)Oc3c2oc(CO)cc3=O)c1OC (stereo unspecified)	15	-9	-0.7	-5	-3	3	7	103	.	98
Cc1ccc(NC2=C(N3CCCCC3)C(=O)c3ccccc3C2=O)cc1	9	-7	-1.6	18	3	1	3	37	-13	73
CCN(CC)C(=O)c1ccc(C(=O)c2ccccc2)cc1	3	-9	-0.5	-28	0	1	7	93	-3	.
CCOC(=O)c1c(C)nc(C)c(C(=O)OCC)c1-c1ccc(Br)cc1	6	5	-3.1	-28	-5	7	-4	77	8	72
Cc1ccc(C(=O)O/N=C(\N)c2ccc(Br)cc2)cc1C	11	-10	-2.6	-76	1	7	-7	89	-3	91
COc1ccc(Oc2nnc(C)c3ccccc23)cc1	27	-11	-0.8	-41	.	0	-4	95	5	95
Cc1onc(-c2ccccc2)c1C(=O)OCC(=O)c1ccccc1	12	-9	-1.1	-33	1	4	3	93	-44	101
CCn1c(SCC(=O)Nc2ccccc2C(=O)OC)nnc1-c1ccoc1C	18	-7	-0.7	-30	.	2	1	81	-23	93
CC(C)CC(C(=O)Nc1oc(-c2ccco2)c(-c2ccco2)c1C#N)N1C(=O)c2ccccc2C1=O (stereo unspecified)	12	-4	-1.7	-17	-3	-3	0	97	1	95
Cc1c(NC(=O)c2ccc(CN3CCc4ccccc4C3)cc2)c(=O)n(-c2ccccc2)n1C	4	2	0.2	-33	-1	1	-10	77	-19	73
O=C(Nc1ccc(Cl)cc1)N1CCCC1	2	-11	0.5	-41	-2	2	5	100	-2	114
COc1ccc(OC)c(S(=O)(=O)NCCc2ccccc2)c1	7	-7	-0.8	-28	0	1	4	91	.	96
CCn1c(SC(C)C(=O)OC)nnc1-c1c[nH]c2ccccc12 (stereo unspecified)	12	-7	-1.5	-17	0	-1	1	99	.	104
Cc1ccc(-c2[nH]c(-c3ccc(Cl)cc3)nc2SCC(=O)NCC2CCCO2)cc1 (stereo unspecified)	7	-2	-2.1	-18	.	-1	4	45	-19	57
COC(=O)c1c(NC(=O)Cc2cccs2)sc2c1CCC(C)C2 (stereo unspecified)	10	14	2.2	-1	0	1	-11	92	.	104
CCCn1c(CNc2ccc(Br)cc2)nc2ccccc21	14	-5	-0.8	-93	0	4	7	55	.	64
Cc1ccc(C(c2c(O)nc3n(c2=O)CCS3)c2c(O)nc3n(c2=O)CCS3)cc1	2	14	-0.4	-34	2	-1	-8	97	.	99
O=C(Nc1ccccc1)/C(=C\c1ccc2c(c1)OCO2)NC(=O)c1ccco1	7	-18	-2.2	-10	.	7	-2	95	-14	84
Cn1c(=O)n(C)c2cc(/C=N/NC(=S)NCc3ccccc3)ccc21	18	-3	0.9	-23	0	11	6	86	.	85
Cc1nc(N)sc1C(=O)Nc1ccccc1	35*	-17	-2.7	-37	1	5	0	87	0	95
O=C(NC1c2ccccc2-c2ccccc21)c1ccccc1	7	1	-2.3	-6	-11	4	1	83	28	81
Cc1ccc2[nH]c(=S)cc(C)c2c1	28	-9	-0.9	0	0	2	-3	90	5	97
Cc1sc(NC(=O)C2CCCO2)c(C#N)c1C (stereo unspecified)	23	-13	-0.8	-62	-4	3	13	104	-13	105
Cc1oc2cc(O)ccc2c(=O)c1Oc1ccccc1Br	15	-1	-3.5	-17	-1	3	8	90	-16	87
CC(=O)Oc1ccccc1-c1nc(C)nc(N(C)C(C)=O)n1	11	-14	-1.2	-57	0	4	15	86	2	100
O=C(COC(=O)CNS(=O)(=O)c1cccc(Br)c1)Nc1ccccc1Sc1ccccc1	6	11	-0.1	-48	-10	1	-16	92	.	105
O=C(COC(=O)c1cccc([N+](=O)[O-])c1)c1ccc(OCc2ccccc2)cc1	34	-1	-1.1	-33	-8	1	-14	77	.	80

An excerpt from above in order of the E-sel TNF inh value, descending.
Molecule | Measles CPE | Yeast life ext | Yeast growth inh | Phagocyt inh | NPY Y2 blocker | GALR2 antag | E-sel TNF inh
O=C(NC1c2ccccc2-c2ccccc21)c1ccccc1 | 7 | 1 | -6 | -11 | 4 | 1 | 28
CC(=O)Oc1ccccc1-c1nc(C)nc(N(C)C(C)=O)n1 | 11 | -14 | -57 | 0 | 4 | 15 | 2
Cc1ccc(-c2[nH]c(-c3ccc(Cl)cc3)nc2SCC(=O)NCC2CCCO2)cc1 (stereo unspecified) | 7 | -2 | -18 | . | -1 | 4 | -19

(listing goes on)
SMILES	Measles CPE	Yeast life ext	MRP-1 activ	Yeast growth inh	Phagocyt inh	NPY Y2 blocker	GALR2 antag	bCat KO growth	E-sel TNF inh	HCT116 PTEN-null
COc1ccc(N2C(=O)C3CCCN3C2c2cc(OC)c(OC)c(OC)c2)cc1 (stereo unspecified)	12	-3	-3.4	-25	0	3	2	92	9	84
Cn1c(=O)n(CCOc2ccc(Cl)cc2Cl)c2ccccc21	14	-11	-0.8	-48	-1	11	2	91	-11	100
Cc1ccc(Oc2ccc(/C=N/O)cn2)cc1	18	-13	-4.1	-35	.	4	8	96	29	105
O=C(O)c1ccccc1Nc1ccccc1C(=O)O	4	-13	2.5	-7	.	-2	3	95	.	97
OCCNc1nc(NCCC2=CCCCC2)nc(N2CCOCC2)n1	3	-15	-1.6	-10	.	1	10	72	2	75
CC1=C(C(=O)OCC2CCCO2)C(c2ccncc2)C2=C(CC(C)(C)CC2=O)N1 (stereo unspecified)	22	-9	-0.3	-13	-1	4	0	98	-5	103
O=[N+]([O-])c1cc(S(=O)(=O)Nc2ccccc2)ccc1N1CCN(c2ccccc2)CC1	33	0	2.1	-34	-19	-2	-11	33	-19	36
CCOC(=O)Nc1ccc(C(N)=O)cc1	15	4	-0.6	-16	6	-1	-11	96	.	89

An excerpt of these results, with bars between the fields.
mol | Measles CPE | Yeast life ext | MRP-1 activ | Yeast growth inh | Phagocyt inh | NPY Y2 blocker | GALR2 antag | bCat KO growth | E-sel TNF inh | HCT116 PTEN-null
O=C(NC1c2ccccc2-c2ccccc21)c1ccccc1 | 7 | 1 | -2.3 | -6 | -11 | 4 | 1 | 83 | 28 | 81
Cc1ccc2[nH]c(=S)cc(C)c2c1 | 28 | -9 | -0.9 | 0 | 0 | 2 | -3 | 90 | 5 | 97
Cc1sc(NC(=O)C2CCCO2)c(C#N)c1C (stereo unspecified) | 23 | -13 | -0.8 | -62 | -4 | 3 | 13 | 104 | -13 | 105
Cc1oc2cc(O)ccc2c(=O)c1Oc1ccccc1Br | 15 | -1 | -3.5 | -17 | -1 | 3 | 8 | 90 | -16 | 87
CC(=O)Oc1ccccc1-c1nc(C)nc(N(C)C(C)=O)n1 | 11 | -14 | -1.2 | -57 | 0 | 4 | 15 | 86 | 2 | 100
O=C(COC(=O)CNS(=O)(=O)c1cccc(Br)c1)Nc1ccccc1Sc1ccccc1 | 6 | 11 | -0.1 | -48 | -10 | 1 | -16 | 92 | . | 105
O=C(COC(=O)c1cccc([N+](=O)[O-])c1)c1ccc(OCc2ccccc2)cc1 | 34 | -1 | -1.1 | -33 | -8 | 1 | -14 | 77 | . | 80
COc1ccc(N2C(=O)C3CCCN3C2c2cc(OC)c(OC)c(OC)c2)cc1 (stereo unspecified) | 12 | -3 | -3.4 | -25 | 0 | 3 | 2 | 92 | 9 | 84
Cn1c(=O)n(CCOc2ccc(Cl)cc2Cl)c2ccccc21 | 14 | -11 | -0.8 | -48 | -1 | 11 | 2 | 91 | -11 | 100
Cc1ccc(Oc2ccc(/C=N/O)cn2)cc1 | 18 | -13 | -4.1 | -35 | . | 4 | 8 | 96 | 29 | 105
O=C(O)c1ccccc1Nc1ccccc1C(=O)O | 4 | -13 | 2.5 | -7 | . | -2 | 3 | 95 | . | 97
OCCNc1nc(NCCC2=CCCCC2)nc(N2CCOCC2)n1 | 3 | -15 | -1.6 | -10 | . | 1 | 10 | 72 | 2 | 75
CC1=C(C(=O)OCC2CCCO2)C(c2ccncc2)C2=C(CC(C)(C)CC2=O)N1 (stereo unspecified) | 22 | -9 | -0.3 | -13 | -1 | 4 | 0 | 98 | -5 | 103
O=[N+]([O-])c1cc(S(=O)(=O)Nc2ccccc2)ccc1N1CCN(c2ccccc2)CC1 | 33 | 0 | 2.1 | -34 | -19 | -2 | -11 | 33 | -19 | 36
CCOC(=O)Nc1ccc(C(N)=O)cc1 | 15 | 4 | -0.6 | -16 | 6 | -1 | -11 | 96 | . | 89
